# Source: PubChem BioAssay (several laboratories)
# L929 necroptosis: blocks zVAD induced death of L929 cells | L929 zVAD necroptosis rescue, ATP luminescence, 24 h; with zVAD 60 µM | viability rescue, % at 10 µM | 220,000 tested, 0.38% active | AID 1377;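 active = activation, scaled between plate controls, above about 75%, limit read from the data; inactive = activation under that limit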;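 note: 0% = zVAD with DMSO and 100% = DMSO alone without zVAD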
# MDM2 E3 inh: Mdm2 E3 ligase (human) inhibition; 210,000 tested, 0.11% active; Q00987; cell-based MDM2 ubiquitination luciferase reporter, 2 h; 0 = plate control, 100 = twice control, blank-subtracted; signal enhancement, % at 5 µM;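 active = signal enhancement of 30% or more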;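 note: luminescence tracks abundance of the self-degrading MDM2-luciferase fusion protein; higher signal means inhibition of MDM2 E3 ligase activity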
#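 Material: Stable MDM2–luciferase fusion reporter cells | Amount: 2000 cells seeded into each well | Dosing: One concentration, 5 µM, with 0.2% DMSO | Incubation: 4 h cell settling then 2 h compound exposure, 37 °C | Measured by: Luciferase luminescence | Read-out basis: % enhancement relative to plate controls after blank subtraction | Benchmarks: Control and blank well means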
# TbHK1 inh: T. brucei hexokinase 1 inhibition; 220,000 tested, 0.11% active; inhibition, % at 10 µM; recombinant TbHK1, G6PDH-coupled NADH A340;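 active = inhibition of 50% or more in the single-dose primary screen; inactive = inhibition below 50%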
# Runt-SMMHC FRET: blocks binding of human RUNX1 Runt domain to CBFb-SMMHC. Q01196+Q13951. Cerulean-Runt/Venus-CBFb-SMMHC FRET ratio 530/480, 1 h. inhibition, % at 20 µM. 220,000 tested, 0.74% active;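 active = mean inhibition across duplicate retests at 20 µM reaching about 50%, limit read from the data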;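 note: 0% = DMSO wells and 100% = wells with excess untagged CBFb-SMMHC; inhibitors lower the FRET ratio by blocking Runt binding to CBFb-SMMHC; some results filed as inactive read as strong as hits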
# 14-3-3 Bad inh: disrupts binding of bovine 14-3-3 zeta to phospho-Bad peptide | 220,000 tested, 0.71% active | TR-FRET 14-3-3zeta/Dy647-pBad peptide displacement, 1 h | P63103 | inhibition, % at 21.7 µM;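 active = inhibition above about 70%, limit read from the data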;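 note: 0% = full 14-3-3 plus peptide FRET controls and 100% = background without 14-3-3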
# Target sequence (P63103 whole entry, looked up): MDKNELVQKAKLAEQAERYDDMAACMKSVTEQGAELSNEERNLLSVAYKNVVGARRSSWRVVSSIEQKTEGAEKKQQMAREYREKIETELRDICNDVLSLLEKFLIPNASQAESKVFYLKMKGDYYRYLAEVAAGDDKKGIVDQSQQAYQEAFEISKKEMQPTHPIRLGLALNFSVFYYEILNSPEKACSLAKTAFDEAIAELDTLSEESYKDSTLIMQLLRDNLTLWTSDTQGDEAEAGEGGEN
# NCF1 inh: inhibitors of human p47phox binding; P14598; p47phox/p22phox peptide binding, fluorescence polarization, 2 h; inhibition, % at 24.7 µM; 220,000 tested, 0.53% active; AID 1274;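 active = inhibition above about 30%, limit read from the data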;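 note: 0% = p47phox with labelled peptide and 100% = labelled peptide alone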
# Runt-CBFb FRET: inhibitors of human RUNX1 Runt domain binding to CBFb | Q01196+Q13951 | 220,000 tested, 0.46% active | Cerulean-Runt/Venus-CBFb FRET ratio 530/480, 1 h | inhibition, % at 20 µM;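 active = inhibition over about 50% at 20 µM in the single-dose screen, limit read from the data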;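 note: 0% = DMSO wells and 100% = excess unlabeled CBFb competitor control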
#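 Measured by: fluorescence energy transfer, 422 nm excitation, 530/480 nm emission; test system: Cerulean-tagged RUNX1 Runt domain (FRET donor) fusion protein; buffer or medium: Tris pH 7.5 buffer with BSA; compound: one dose, 20 µM compound, 1% DMSO; times: two 1 h room-temperature incubations shielded from light; benchmarks: unlabeled CBFb 5 µM, positive control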
# Hck Nef HTS: inhibitors of human Hck kinase activated by Nef | Recombinant Hck-YEEI plus Nef, Z-Lyte FRET kinase assay | 220,000 tested, 0.68% active | P08631 | inhibition, % at 20 µM;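 active = Hck-Nef kinase inhibition above about 50%, limit read from the data; inactive = inhibition below that limit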;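 note: 0% = DMSO with Hck plus Nef and 100% = Hck alone without Nef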
# Target sequence (P08631 whole entry, looked up): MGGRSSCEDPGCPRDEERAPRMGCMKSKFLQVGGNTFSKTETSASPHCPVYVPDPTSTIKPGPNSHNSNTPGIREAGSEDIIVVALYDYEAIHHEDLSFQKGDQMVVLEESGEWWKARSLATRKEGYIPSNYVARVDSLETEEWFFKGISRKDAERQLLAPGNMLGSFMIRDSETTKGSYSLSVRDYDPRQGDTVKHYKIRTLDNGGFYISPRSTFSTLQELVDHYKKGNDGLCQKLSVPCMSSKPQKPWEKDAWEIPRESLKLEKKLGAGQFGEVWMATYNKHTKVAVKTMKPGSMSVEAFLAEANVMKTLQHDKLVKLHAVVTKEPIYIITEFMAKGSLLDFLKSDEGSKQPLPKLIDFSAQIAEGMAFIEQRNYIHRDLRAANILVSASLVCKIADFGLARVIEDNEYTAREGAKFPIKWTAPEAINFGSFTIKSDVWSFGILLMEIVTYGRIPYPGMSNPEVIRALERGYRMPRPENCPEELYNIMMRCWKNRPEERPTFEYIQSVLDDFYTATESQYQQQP
# EBV gp42 block: blocks Epstein-Barr virus glycoprotein 42 binding; AID 1085; Q1HVG2; Fluorescence polarization binding assay, mP read-out; inhibition, % (tested at 21.74 µM); 220,000 tested, 0.42% active; in the data active = inhibition above about 50%
# Target sequence (Q1HVG2 whole entry, looked up): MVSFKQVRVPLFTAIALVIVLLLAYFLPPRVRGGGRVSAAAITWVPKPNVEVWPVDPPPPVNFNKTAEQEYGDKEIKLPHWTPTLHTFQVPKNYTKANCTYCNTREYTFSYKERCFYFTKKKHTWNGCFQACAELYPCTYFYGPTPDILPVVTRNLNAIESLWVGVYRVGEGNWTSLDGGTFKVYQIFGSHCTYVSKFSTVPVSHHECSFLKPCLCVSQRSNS
# * marks the source's active call; other numbers are inactive results; x = not tested or not shown; [ ] = dose if it differs, or a comment.
# Value order: L929 necroptosis	MDM2 E3 inh	TbHK1 inh	Runt-SMMHC FRET	14-3-3 Bad inh	NCF1 inh	Runt-CBFb FRET	Hck Nef HTS	EBV gp42 block
- CC(C)(C)[C@H]1C=C(C(N)=O)O[C@@H](OCCCCO)C1
    0.2	12	-8	1	-3	-6	2	26	-26
- COc1ccc(CNC(=O)c2c(C)oc3c2C(=O)c2ccccc2C3=O)cc1
    x	x	-5	-10	9[fluorescence artefact?]	6	-1	-1	0
- COc1ccc(NC(=O)/C=C/c2c(Cl)nc3ccccn23)cc1
    1.3	-3	-42	-1	0	x	0	2	-1
- CCOC(=O)c1ccc2c(c1)nc(SCc1cn3ccsc3n1)n2CC
    0.8	-12	-5	-5	-20	-33	-3	3	10
- O=C(O)COCC(=O)NC1CCN(Cc2ccccc2)CC1
    0.7	-12	-17	-6	5	7	2	-4	0
- CN(C(=O)CN(c1ccccc1)S(=O)(=O)c1ccc(F)cc1)C1CCS(=O)(=O)C1 (stereo not given)
    0.6	6	-17	-2	-2	-7	0	13	-12
- CCOC(=O)N1CCC(Nc2c(-c3ccccc3)c(=O)c2=O)CC1
    -0.9	-19	-44	-2	0	1	1	1	-4
- O=C(NCCc1ccccc1)C(=O)Nc1ccc([N+](=O)[O-])cc1
    1.6	-11	-9	-3	-3	8	1	20	-4
- Cc1cccc(N2C(=O)CC(Sc3nc(C)cc(C)n3)C2=O)c1 (stereo not given)
    1.4	-2	6	0	3	-4	7	4	-13
- O=C(NNS(=O)(=O)c1ccc(F)cc1)c1cnccn1
    3.4	-4	2	-1	-18	-15	2	18	-1
- COCCN1C(=O)N[C@@H](c2ccccc2)C(C(=O)OC)=C1C
    1.0	x	2	-2	-2	5	-1	-2	-5
- C/C(N)=C(/C#N)C(=O)CSc1cc(Cl)ccc1Cl
    0.3	1	-3	-2	-12	-4	-2	-1	7
- CCNc1c(C(=O)O)ccc2c1C(=O)c1ccccc1C2=O
    -0.8	-15	-6	-2	-17	20	3	-1	8
- COCCNC(=O)CSCc1nc(-c2ccc(SC)cc2)oc1C
    2.0	-11	3	3	22	-6	-2	0	0
- Cc1cc(NC(=O)c2ccc3c(c2)C(=O)N(C2CCCCC2)C3=O)no1
    -0.4	-13	13	2	6	13	5	3	-8
- COCCCNCCCCOc1cccc(Br)c1
    -0.6	3	23	2	-12[fluorescence artefact?]	-9	-1	1	-2
- COc1ccc(C(=O)O/N=C(\N)Cc2ccc(Cl)cc2)cc1OC
    -0.3	-19	5	-9	-4	1	-1	-1	-10
- O=C(COc1ccccc1)Nc1nnc(-c2ccc3c(c2)CCCC3)o1
    3.4	-17	11	1	12	168*	-2	15	-11
- Cc1ccccc1NC(=O)C1CCCN(S(=O)(=O)c2cnc[nH]2)C1 (stereo not given)
    0.4	-6	-5	-1	-1[fluorescence artefact?]	-7	1	13	-10
- C/C(=N\Nc1ccccn1)c1ccc(OC(F)F)cc1
    41	x	-6	-1	-10	-11	0	-1	-2
- COc1ccccc1N1C(=O)c2ccccc2NC1C(OC)OC (stereo not given)
    0.9	-7	-3	-3	3	11	0	1	-12
- O=C(NCc1ccco1)C1CCCN1C(=O)Nc1ccccc1 (stereo not given)
    0.3	-11	3	0	-11	-8	0	4	-3
- O=C(CC(=O)NN=C1CCCC1)NCCc1ccccc1
    0.0	-27	0	1	19[fluorescence artefact?]	-3	1	-1	7
- Cc1nc(-c2cccs2)sc1C(=O)O
    -0.1	x	-41	-2	-1	-7	2	7	2
- O=C(O)CCN1C(=O)S/C(=C\c2cccnc2)C1=O
    0.1	-11	-43	3	0	1	3	-13	-13
- O=C(NC(=S)Nc1ccc2oc(-c3cccnc3)nc2c1)c1cccc(Cl)c1
    -0.1	19	-14	0	81*	17	0	1	2
- Cc1ccc(OCC(=O)N2CCN(c3nnc(-c4ccc(C)cc4)c4ccccc34)CC2)cc1
    0.1	-7	-10	-3	-7[fluorescence artefact?]	-15	0	-2	-4
- O=C(Cc1ccccc1)Nc1cc(C(=O)c2ccccc2)ccc1N1CCOCC1
    -1.0	-14	-19	2	-4	-6	-1	-2	3
- CCN(CC)CCSc1nc(O)c(-c2ccccc2)c(=O)n1-c1ccccc1
    -0.1	-16	7	-3	-5	-7	-1	-11	1
- O=C(C1CCN(S(=O)(=O)c2ccccc2)CC1)N1CCOCC1
    0.4	-4	-3	31	-6	-9	1	5	-14
- CCOC(=O)N1CCN(C(=O)CN(c2ccc(OC)c(OC)c2)S(C)(=O)=O)CC1
    0.0	0	-1	1	-4	-4	-1	-3	-5
- O=C(Nc1nccs1)c1cnccn1
    0.2	3	-11	-2	2	-2	-2	0	2
- COc1ccc(NC(=O)CSc2nnc(-c3ccccc3F)n2C2CC2)cc1S(N)(=O)=O
    4.3	-7	-2	3	-13	-2	3	26	-10
- CN(C)CCCN(Cc1ccccc1)C(=S)Nc1cccc(C(F)(F)F)c1
    -0.1	-20	1	-2	-4[fluorescence artefact?]	-8	0	1	-6
- Cn1c(=O)c(-c2ccccc2)nn2c3ccccc3nc12
    0.0	-11	-16	-1	-4	0	-2	1	3
- Cc1c(O)c(CN2CCCC2)cc2c1oc(=O)c1ccccc12
    1.1	-4	-7	-11	-2	-5	-6	3	-17
- Cc1ccc(C(=O)N2CCN(c3ccc(NC(=O)c4cccnc4)cc3)CC2)cc1
    0.7	-10	0	3	-3[fluorescence artefact?]	-5	-1	0	0
- Cc1cc(C)cc(NC(=O)C(=S)NCc2ccccc2)c1
    0.3	-5	2	-4	36	1	-1	-3	3
- O=C(CN1CCSCC1)N/N=C/c1ccc(F)c(F)c1
    0.5	-13	-8	0	64	-11	4	1	-17
- O=C(/C=C\c1ccc2c(c1)OCO2)Nc1c2c(nn1-c1ccc(Cl)cc1)CSC2
    x	x	-8	3	1[fluorescence artefact?]	0	0	-4	-7
- Cc1nc(SCC(=O)NC(=O)NCCC(C)C)c2c(-c3cccs3)csc2n1
    7.2	-9	-1	2	-3	-7	-3	1	-18
- COc1ccc([N+](=O)[O-])cc1N(CC(O)CN1CCCC1)S(=O)(=O)c1ccc(C)cc1 (stereo not given)
    -0.1	-13	-3	-3	6	1	0	-9	-5
- O=C(c1ccncc1)N(c1ccc2oc3c(c2c1)CCCC3)S(=O)(=O)c1cccc([N+](=O)[O-])c1
    1.0	-2	-4	4	4	-5	4	3	4
- O=C(O)CCCN1C(=O)C2C3CCC(O3)C2C1=O (stereo not given)
    1.3	-12	29	-1	0	-5	2	0	-7
- CCOc1cccc2c1OC1(CCCCC1)N1N=C(c3cccnc3)CC21 (stereo not given)
    1.1	6	-6	1	-11	-5	1	-18	-15
- CC(C)(C)C(=O)Nc1ccc(N=Nc2ccccc2)cc1
    64	-73	-29	2	-5	0	-2	26	-12
- COC(=O)c1c(NC(=O)CN2CCC3(O)CCCCC3C2c2ccc(F)cc2)sc(C)c1C (stereo not given)
    2.9	-5	-17	1	-22[fluorescence artefact?]	-63	0	3	-17
- O=C(NO)c1ccccc1O
    0.8	x	0	2	-3	-4	-1	3	-11
- Cc1cc(N2CCC(C)CC2)nc(SCC(=O)c2ccccc2)n1
    0.1	1	8	-4	-11	-16	-5	7	-2
- CCn1c(SCC(=O)OCc2ccccc2)nc2c1c(=O)n(C)c(=O)n2C
    0.5	8	-1	-6	4	-16	-2	-1	-19
- CCn1ccnc1CN(C)Cc1cn[nH]c1-c1ccc(OC)c(F)c1
    0.7	-17	2	-2	-7	2	-4	6	13
- Cc1cc(C)c2c(=O)n(CC(=O)Nc3ccc(Br)c(C)c3)sc2n1
    -0.6	-13	51*	56	19	15	13	-140	-12
- O=C(OCC(=O)c1c[nH]c2ccccc12)c1cccc(S(=O)(=O)N2CCCCCC2)c1
    1.3	-1	-15	4	9	-36	-1	2	-11
- COc1ccccc1CNC(=O)CCS(=O)(=O)c1cccs1
    1.8	-4	-2	-2	-8	-1	0	-1	1
- CCNc1nc(NCC)nc(N/N=C/c2ccc(Br)cc2)n1
    11	-12	-3	1	-2	-10	0	-16	-15
- CCCCN(C)CCCNC(=O)/C=C1\Sc2ccccc2NC1=O
    75*	25	-5	-2	-14	-1	3	20	-16
- O=C(O)C1CCN(C(=O)CCc2ccccc2)CC1
    1.3	5	-7	2	-4	-7	0	-1	-3
- O=C(c1ccc(S(=O)(=O)N2CCOCC2)cc1)N1CCN=C1SCc1cccnc1
    1.1	-5	3	0	-6	3	1	-1	12
- O=C(NC(=S)Nc1ccc(NC(=O)c2cccs2)cc1)c1ccc([N+](=O)[O-])cc1
    4.1	-14	-9	-17	9	-2	-3	2	-16
- C=CCNC(=S)NNC(=O)CC12CC3CC(CC(C3)C1)C2
    0.1	-6	-10	0	-6	-10	-2	13	-15

# Entries of single compounds from above. Screens in order: L929 necroptosis, MDM2 E3 inh, TbHK1 inh, Runt-SMMHC FRET, 14-3-3 Bad inh, NCF1 inh, Runt-CBFb FRET, Hck Nef HTS, EBV gp42 block
# O=C(NO)c1ccccc1O as listed: 0.8, x, 0, 2, -3, -4, -1, 3, -11
# O=C(OCC(=O)c1c[nH]c2ccccc12)c1cccc(S(=O)(=O)N2CCCCCC2)c1 as listed: 1.3, -1, -15, 4, 9, -36, -1, 2, -11

# Continued:
# Value order: L929 necroptosis	MDM2 E3 inh	TbHK1 inh	Runt-SMMHC FRET	14-3-3 Bad inh	NCF1 inh	Runt-CBFb FRET	Hck Nef HTS	EBV gp42 block
- O=C(NCCOc1ccccc1-c1ccccc1)c1ccco1
    -0.6	-7	6	-2	-2	-5	0	19	8
- Cc1ccc(-n2c(SCC(N)=O)nnc2-c2ccc(S(=O)(=O)N3CCCCC3)cc2)c(C)c1
    -0.9	-23	-12	-4	-13	-3	-6	1	4
- O=C(CN1CCC(NC(=O)c2ccc(F)cc2)CC1)NCc1ccccc1F
    0.0	-21	6	-3	3[fluorescence artefact?]	50*	1	1	-18
- Cc1cc(CN(C)C(=O)CC2C(=O)NCCN2Cc2ccc(F)c(F)c2)on1 (stereo not given)
    -0.2	-3	-3	-9	2	0	0	18	-3
- O=C(CSc1ccc(Cl)cc1)Nc1ccccc1N1CCN(C(=O)c2ccccc2)CC1
    0.0	14	3	1	0	-4	1	0	1
- Cc1cc(C)c(C(=O)CC2(O)C(=O)Nc3ccccc32)cc1C (stereo not given)
    0.4	-15	-7	-2	-11	-21	1	-2	-7
- C/C(Nc1ccc(C)cc1)=C(/C#N)C(N)=O
    0.9	-7	-8	0	0	3	1	-2	-1
- Cc1ccc(C)c(N2CCN(C(=O)c3ccc(CSc4nc5ccncc5[nH]4)cc3)CC2)c1
    x	x	-2	-3	18	-1	-8	-9	0
- COc1ccc(/C=C/C=C2\N=C(SC)SC2=O)cc1
    0.2	-4	-7	-33	1[fluorescence artefact?]	-13	-10	5	-3
- COc1cccc(OCC(=O)NNC(=O)CCc2ccccc2)c1
    -0.3	2	1	0	-7	-1	2	14	-10
- CC1CCCCN1C(=O)CSc1nc2ccsc2c(=O)n1Cc1ccccn1 (stereo not given)
    -0.6	6	3	-7	-4	3	0	-4	-8
- Nc1nn(-c2ccccc2)c(N)c1N=Nc1ccccc1F
    5.8	-14	-24	-4	-12[fluorescence artefact?]	-16	-5	2	-3
